P. falciparum M17LAP: P. falciparum M17LAP inhibitors, primary screen, biochemical, fluorogenic H-Leu-NHMec substrate, 1536-well (AID 1619); 0.38% of 220,000 active; recombinant M17LAP, H-Leu-NHMec fluorogenic kinetic assay; higher % means a stronger effect; inhibition, % at 30 µM; hits with a dose series show IC50 in µM;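 active = compound inhibiting the enzyme by more than half at any dose during confirmatory dose-response retesting; inconclusive = strong single-dose inhibitors picked by rank but not retested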;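 note: plate controls were full reaction with DMSO carrier for no effect and no enzyme background for full effect; strong numbers were not always called active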
LYP inhibition: PTPN22 lymphoid phosphatase activity blockers – biochemical, fluorescence intensity, uHTS (AID 1779) | recombinant LYP phosphatase, fluorescence intensity; higher % means a stronger effect | one-dose inhibition, % at 11.5 µM; IC50 in µM for titrated hits | 0.054% of 290,000 active;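 note: plate controls were vehicle with enzyme for no effect and no enzyme for full effect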
M1AAP inhibition: malaria alanyl aminopeptidase activity blockers – biochemical, fluorogenic H-Leu-NHMec substrate, 1536-well (AID 1445); 0.42% of 220,000 active; recombinant M1AAP, H-Leu-NHMec fluorogenic kinetic assay; higher % means a stronger effect; inhibition, % at 30 µM, or IC50 in µM where a hit was titrated;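 active = primary inhibition above the hit cutoff, then over 50% inhibition at one or more dose response concentrations, cut at about 23% in these data, passing the limit was not always enough; inconclusive = conflicting primary data, or primary hits not chosen for dose response; inactive = low primary inhibition, or under 50% at every dose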;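 note: plate controls were DMSO full reaction for no effect and no enzyme background for full effect; strong numbers were not always called active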
XIAP displacement: XIAP antagonists, biochemical, IAP family, fluorescence polarization (AID 1018); XIAP BIR domain, fluorescence polarization peptide displacement; higher % means a stronger effect; displacement, % at 20 µM; hits with a dose series show IC50 in µM; 0.007% of 200,000 active; in the data active = displacement above about 50%; note: a part of the inactive calls stands beside numbers as strong as those of hits
human PMI inhibitors: MPI inhibition at elevated mannose 6-phosphate – biochemical, fluorescence intensity, high mannose 6-phosphate, primary screen (AID 1220); inhibition, % at 20 µM; hits with a dose series show IC50 in µM; 0.66% of 190,000 active; recombinant PMI enzyme, coupled fluorescence intensity; higher % means a stronger effect
human PMI inhibition: inhibitors of human PMI, primary screen, biochemical, fluorescence intensity, coupled assay (AID 1209). purified PMI enzyme, coupled fluorescence intensity; higher % means a stronger effect. inhibition, % at 20 µM; hits with a dose series show IC50 in µM. 0.42% of 190,000 active;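 note: plate controls were DMSO vehicle for no effect and wells lacking substrate for full effect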
Dynein transport: blocks dynein driven cargo transport along microtubules. 3617.4 mouse cells, GR-EGFP nuclear translocation imaging; test concentration mostly 20 µM; stimulated with dexamethasone, 1 µM; active compounds read low. z-score, hits read low. 0.47% of 220,000 active;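 active = plate z-score of nuclear minus cytoplasmic receptor signal below a set negative limit, without overly bright fluorescence or cell loss, cut at about -3.5 in these data, passing the limit was not always enough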;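 note: z-score of nuclear minus cytoplasmic ring GR-EGFP intensity difference per well; some compounds called inactive have numbers as strong as hits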
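Buffer or medium: tet-free medium with charcoal-stripped serum / Also added: dexamethasone agonist, 1.0 µM final, for 30 min / Timing: induction 48 h, compound 1 h, agonist 30 min / Measured by: high-content fluorescence imaging after fixation / Read-out: nuclear-to-cytoplasmic GR-EGFP distribution per well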
Siah-1 displacement: blockers of Siah-1 interaction with plectin peptide – biochemical, fluorescence polarization, rhodamine-plectin, uHTS, primary screen (AID 1817); Siah-1 / rhodamine-plectin peptide fluorescence polarization; higher % means a stronger effect; displacement, % at 20 µM; hits with a dose series show IC50 in µM; 0.02% of 290,000 active;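 active = displacement of at least 50% at 20 µM, with a fluorescence ratio check between 0.3 and a set limit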;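 note: plate controls were Siah plus tracer with DMSO for no effect and tracer alone without Siah for full effect; strong numbers were not always called active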
AID2073: disruptors of CaV2.2 binding to Mint1 – biochemical, HTRF (AID 2073); HTRF protein-protein interaction, Mint1-CaV2.2; higher % means a stronger effect; inhibition, % at 20 µM, or IC50 in µM where a hit was titrated; 0.19% of 290,000 active; in the data active = inhibition mostly above about 51%, no sharp cut-off; inconclusive = no clear call, values can overlap the other calls; inactive = mostly below about 53%; note: some results filed as inactive read as strong as hits
Dynein transport cytoplasmic EGFP: second read-out of Dynein transport, no call of its own (marks repeat the call); z-score; measured here: cytoplasmic GR-EGFP intensity; active compounds read high
Dynein transport nuclear GR-EGFP: recorded beside Dynein transport, whose call it bears; z-score; measured here: nuclear GR-EGFP intensity;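 lower value marks the stronger effect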
Dynein transport cell count: further read-out of Dynein transport, marked with its call; z-score; measured here: cell count per field
* marks the source's active call; other numbers are inactive results; u = inconclusive; x = no result given. Cut-off read from the data, not from the text of the source, unless noted: active = inhibition above about 50%; inactive = the rest. An unsorted share of the library. Share with any hit: about 2.1%.

P. falciparum M17LAP	LYP inhibition	M1AAP inhibition	XIAP displacement	human PMI inhibitors	human PMI inhibition	Dynein transport	Dynein transport cytoplasmic EGFP	Dynein transport nuclear GR-EGFP	Dynein transport cell count	Siah-1 displacement	AID2073	structure
10.8%	-3.3%	-2.0%	0.1%	-0.7%	0.4%	0.721	-0.217	0.444	-1.24	-8.1%	0.8%	O=C(NNS(=O)(=O)c1ccc(Br)cc1)NC1CCCCC1
-3.2%	-5.0%	6.8%	-7.0%	5.0%	5.1%	0.163	-0.168	0.738	0.136	0.5%	3.4%	COCc1cc(C)nc(N2CCN(c3ccccc3)CC2)c1C#N
-5.7%	0.1%	2.7%	-0.9%	-2.8%	-13.6%	0.301	-0.218	0.256	0.623	-0.7%	15.0%	Cc1cc(C)n(CCOc2nonc2N)n1
13.9%	-2.2%	0.3%	-2.7%	3.0%	-0.6%	-0.262	-0.333	-0.222	0.476	7.8%	-4.2%	CC(C)NCc1nnc(-c2ccc(Cl)cc2)o1
-11.5%	-9.6%	-3.7%	-2.8%	7.4%	8.6%	-0.545	0.0985	-0.026	0.441	7.0%	-3.5%	O=C(CN1CCC(Cc2ccccc2)CC1)Nc1ccc2c(c1)OCCO2
10.0%	-7.6%	-0.8%	x	x	x	0.521	-0.724	0.193	-1.19	6.7%	8.9%	CC(C)C(=O)Nc1cccnc1
0.8%	3.1%	-6.8%	x	x	x	0.136	-0.832	0.118	0.125	1.4%	-0.3%	CC(C)C[C@H](NC(=O)c1nc[nH]c1C(=O)N1CCC(C)CC1)C(=O)OCc1ccccc1
34.4%	-7.6%	5.9%	1.6%	-42.4%	-36.0%	0.343	-0.334	0.482	0.0379	-5.3%	8.8%	N#Cc1c(NC(=O)CCC(=O)O)sc2c1CCCCC2
7.0%	-0.3%	-6.8%	-5.6%	-1.9%	-8.2%	-0.315	-0.292	0.293	0.278	-4.4%	11.6%	Cc1ccc(N/C(N)=N/c2nc(C)cc(N3CCCCC3)n2)c(C)c1
25.1%	-5.1%	2.6%	-2.8%	-9.9%	-5.9%	0.14	-0.157	0.0609	0.515	-6.4%	-4.4%	COC(=O)c1cccc(NC(=O)C23CC4CC(C2)CC(n2cncn2)(C4)C3)c1
14.9%	6.6%	2.8%	-7.5%	11.0%	12.6%	-0.588	-0.0672	-0.0357	0.232	1.7%	20.5%	COc1ccccc1-c1nc2s/c(=C\c3cccs3)c(=O)n2n1
-5.0%	0.5%	1.8%	-9.0%	2.2%	8.2%	0.289	0.722	0.471	-1.06	1.7%	27.5%	COc1ccc(N(CC(=O)N/N=C/c2ccc(-c3ccc([N+](=O)[O-])cc3)o2)S(=O)(=O)c2ccc(C)cc2)cc1Cl
14.4%	-1.0%	10.3%	-9.3%	4.8%	4.6%	-0.537	-0.0409	-0.239	-0.0798	3.0%	12.2%	O=C(COC(=O)Cn1cnc2ccccc2c1=O)Nc1ccc(Cl)cc1
-4.9%	1.6%	5.0%	-3.2%	13.4%	26.7%	-1.14	-0.192	-0.416	0.746	0.0%	-0.2%	Cc1ccccc1-c1ccc(=O)n(CC(=O)Nc2ccc(C(=O)N3CCCC3)cc2)n1
-0.1%	0.9%	-1.6%	-3.3%	-4.8%	-14.7%	-0.0383	-0.304	0.187	0.242	6.0%	6.2%	CC(C)C(=O)Nc1c2c(nc3c1CCC3)CCCC2
15.5%	-9.8%	-1.9%	-0.3%	-3.5%	1.8%	-0.429	-0.277	-0.282	0.646	2.7%	8.3%	COc1ccccc1CNc1ccc(C(=O)O)cc1
10.2%	-2.8%	17.9%	-6.8%	-1.7%	6.7%	-0.648	-0.248	-0.37	0.719	-0.9%	11.5%	O=C(Nc1ccccc1)C(=O)c1cn(CC(=O)N2CCCCC2)c2ccccc12
5.0%	3.5%	2.8%	-2.5%	14.7%	13.7%	-0.464	-0.2	-0.371	0.169	-2.2%	-12.6%	Cc1cc(OCC(=O)O/N=C(\N)Cc2cccs2)ccc1Br
6.8%	-1.2%	-3.1%	-4.1%	-2.5%	-4.4%	-0.82	-0.308	-0.812	1.37	1.9%	0.5%	CCN(CC)C(=O)CSc1ccc(C(F)(F)F)cc1[N+](=O)[O-]
4.2%	-6.9%	4.8%	-6.6%	16.1%	5.0%	-0.056	-0.266	-0.0237	0.399	0.4%	12.8%	Cc1ccc(NC(=O)CSc2nc3c([nH]c4ccccc43)c(=O)n2C)cc1
-3.3%	-20.5%	-0.5%	-4.5%	10.4%	-3.7%	-0.155	-0.311	0.187	0.085	6.3%	7.6%	CC(C)C[C@H](N)c1cn([C@@H](Cc2cc3ccccc3[nH]2)C(=O)N2CCNCC2)nn1
2.2%	-0.1%	0.2%	-4.4%	8.8%	1.8%	0.0363	-0.298	-0.15	-0.0436	-6.2%	-11.0%	COc1ccc(C2C(C(=O)Nc3cc(OC)c(OC)c(OC)c3)c3ccccc3C(=O)N2C)cc1 (stereo unspecified)
-8.0%	3.1%	9.2%	x	x	x	-1.4	-0.0886	-0.0279	-0.706	-5.9%	25.2%	O=C(N/N=C\C=C\c1ccco1)C1COc2ccccc2O1 (stereo unspecified)
-10.1%	-1.1%	0.3%	x	x	x	2.32	-0.211	0.947	-1.86	21.7%	28.1%	Cc1ccc(C(=O)N2C(=O)c3cccc(N)c3C2=O)o1
-10.7%	8.2%	2.0%	-0.8%	2.9%	13.4%	0.116	-0.207	-0.0937	0.364	-1.2%	-20.5%	Cc1c(Cl)c([N+](=O)[O-])nn1CCCC(=O)Nc1sc2c(c1C#N)CCC2
-2.2%	-10.9%	0.4%	-8.5%	-3.8%	-7.7%	-0.376	-0.116	0.0119	0.287	-7.6%	42.3%	CC(C)N(C(=O)CSc1nnc(CSc2ncccn2)n1C)C(C)C
10.4%	-6.6%	9.7%	-7.6%	15.2%	1.6%	0.676	-0.142	0.416	-0.739	0.6%	-0.9%	CN(C)c1ccc(C(CC(=O)O)NC(=O)c2ccc(Cl)cc2)cc1 (stereo unspecified)
-1.9%	-2.1%	3.0%	-3.5%	2.3%	9.4%	-0.061	-0.308	0.443	0.109	4.1%	-7.4%	Cc1ccc(C(=O)NC(=S)N2CCN(C(=O)OC(C)(C)C)CC2)cc1Br
8.5%	-7.2%	-1.5%	-6.8%	14.4%	11.7%	-0.433	-0.159	-0.0316	0.479	3.9%	-7.7%	CC(C)n1c(SCC(=O)Nc2ccccc2N2CCOCC2)nc2c1c(=O)n(C)c(=O)n2C
-3.3%	-8.2%	1.8%	x	x	x	0.226	-0.684	0.268	-0.498	12.6%	-0.7%	COCCN1C(=O)N(C)[C@@H](c2ccccc2)C(C(C)=O)=C1C
15.8%	1.9%	4.2%	-4.7%	-11.0%	-13.5%	-0.952	-0.267	-0.165	0.841	1.5%	-1.2%	COCCN1C(=O)N[C@@H](c2ccc(Br)cc2)C(C(C)=O)=C1C
1.8%	-5.9%	-0.5%	-6.9%	9.9%	11.2%	0.195	-0.237	0.286	0.449	-2.0%	-2.6%	Cc1ccc(C(=O)Nc2cc(Cl)ccc2Oc2ccccc2)cc1[N+](=O)[O-]
4.1%	-8.3%	-2.6%	-2.4%	-2.1%	2.3%	-0.403	0.000533	-0.0203	-0.0415	-0.3%	u	CCCCn1nnnc1SCC(=O)NCc1ccccc1
3.1%	-8.4%	0.9%	x	x	x	-0.898	-0.181	-0.432	0.865	1.3%	12.9%	CCN(CC)S(=O)(=O)c1ccc(NN=c2c(=O)c3ccccc3c2=O)cc1
24.3%	-3.9%	20.6µM*	-3.4%	-0.4%	-7.1%	-0.0682	-0.141	0.0388	0.127	5.6%	10.8%	O=C(O)C(Cc1ccccc1)N=Cc1c(O)c2ccccc2oc1=O (stereo unspecified)
3.3%	-5.4%	7.7%	-4.5%	10.2%	10.2%	-0.0323	-0.231	0.112	0.884	1.6%	6.6%	CSc1nc(Oc2ccc(=O)n(C)n2)nc(N(C)C)n1
22.8%	-3.2%	5.5%	-5.0%	-1.8%	-1.6%	-0.419	-0.203	0.28	0.162	-3.2%	-2.0%	CCOC(=O)CNC(=O)CN1C(=O)CCSc2ccccc21
13.3%	-6.7%	4.1%	-0.7%	6.3%	10.6%	2.68	0.0642	1.62	-1.21	-7.0%	-2.5%	C/C(=N/OCO/N=C(/C)c1ccc(F)cc1)c1ccc(F)cc1
48.6%	-13.5%	7.2%	-0.6%	-1.1%	1.5%	-0.0517	-0.192	-0.0487	-0.281	-3.6%	6.6%	Cc1ccc(CC(=O)Nc2cccc(C#N)c2)cc1
1.9%	-7.1%	5.0%	-2.7%	3.3%	2.1%	1.6	-0.0976	1	-0.118	3.3%	-7.2%	Cc1ccccc1OCc1nc2c3cnn(C)c3ncn2n1
x	-4.7%	x	-6.9%	12.3%	10.7%	-1.05	-0.191	-0.115	0.649	2.4%	-6.1%	Cc1ccc(OCC(=O)Nc2ccc3c(c2)OCO3)cc1C
10.1%	-7.3%	-0.4%	-4.4%	4.4%	5.2%	-0.63	-0.272	-0.3	0.319	3.5%	-2.5%	O=C(Cn1cc2c(n1)CCCC2)N1CCCC1
4.5%	-1.3%	5.8%	-4.1%	11.2%	0.1%	-0.709	-0.224	-0.149	0.407	-1.6%	-1.2%	CC(NC(=O)c1ccc(Cl)s1)C1CCCO1 (stereo unspecified)
4.8%	-2.4%	-2.1%	-2.4%	-12.9%	-29.0%	-0.69	0.0392	-0.386	0.729	-3.9%	9.4%	O=C(O)c1ccc(N=NN2CCCC2)cc1
x	0.4%	x	x	x	x	-0.601	-0.227	0.247	0.308	11.5%	-17.2%	O=C(O)c1cc(N/N=C/c2ccc(N3CCOCC3)cc2)ccc1Cl
3.4%	-3.7%	0.7%	-3.9%	-0.3%	0.0%	-0.0862	-0.281	-0.444	0.226	-4.3%	8.0%	CCN(CC)S(=O)(=O)c1ccc(NC(=O)c2ccc(CN3CCOCC3)cc2)cc1
-2.2%	-9.2%	5.2%	-7.8%	-15.0%	-3.4%	-0.157	-0.394	-0.0695	0.404	-3.8%	8.0%	O=C(COC(=O)CNC(=O)c1ccccc1F)NCC(F)(F)F

High-throughput results (PubChem)
